Screening results from PubChem BioAssay.
GLD-1 TGE inh: GLD-1-TGE RNA interaction inhibition (C. elegans) | purified GLD-1 + fluorescein TGE RNA, fluorescence polarization | inhibition, % at 5.96 µM | actives 0.44% (n = 320,000) | AID 2280;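 active = percent inhibition above a per-plate cutoff, the plate mean of test compounds plus 3 SD, cut at about 30% in these data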;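 also: 0% = DMSO wells with GLD-1 and probe and 100% = wells lacking GLD-1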
Target sequence (Q17339 whole entry, looked up): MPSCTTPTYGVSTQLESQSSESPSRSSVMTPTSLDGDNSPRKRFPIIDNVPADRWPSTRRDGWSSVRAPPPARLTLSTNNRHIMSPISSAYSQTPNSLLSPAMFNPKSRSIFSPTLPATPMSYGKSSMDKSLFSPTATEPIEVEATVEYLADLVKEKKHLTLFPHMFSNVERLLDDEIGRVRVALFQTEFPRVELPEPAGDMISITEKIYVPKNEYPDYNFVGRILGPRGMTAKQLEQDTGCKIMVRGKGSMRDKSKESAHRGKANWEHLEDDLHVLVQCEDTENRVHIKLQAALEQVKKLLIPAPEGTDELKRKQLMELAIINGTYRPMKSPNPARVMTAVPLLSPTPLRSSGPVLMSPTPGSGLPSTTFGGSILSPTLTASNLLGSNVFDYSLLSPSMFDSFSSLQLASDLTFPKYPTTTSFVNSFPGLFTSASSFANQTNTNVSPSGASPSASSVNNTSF
MCL1-BIM inh: disrupts human MCL1 binding to BIM-BH3 peptide; Q07820; GST-MCL1 / FITC-Bim-BH3 fluorescence polarization; inhibition, % at 10.9 µM; actives 0.68% (n = 320,000);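 active = inhibition above the mean inhibition of all tested compounds plus 3 SD, set per campaign, cut at about 40% in these data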;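 also: 0% = DMSO wells and 100% = unlabeled Bim-BH3 peptide control; higher means more loss of mP so more displacement of Bim peptide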
PAD4 inh: PAD4 (human) enzyme inhibition; Q9UM07; recombinant PAD4, RCA probe fluorescence polarization; inhibition, % at 6.36 µM; actives 0.41% (n = 330,000); AID 485272;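 active = percent inhibition above a cutoff equal to the mean of all tested compounds plus 3 SD, cut at about 15% in these data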;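 also: 0% = PAD4 with RCA probe and DMSO and 100% = probe without PAD4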
Bcl-xL primary: inhibitors of human Bcl-xL; actives 0.7% (n = 320,000); inhibition, % at 10.9 µM; AID 2129; GST-Bcl-xL / FITC-Bim BH3 peptide fluorescence polarization;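 active = inhibition above the mean of all tested compounds plus 3 SD, cutoff set per campaign, cut at about 30% in these data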;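 also: 0% = DMSO wells and 100% = unlabeled Bim-BH3 peptide competitor; inhibitors lower millipolarization by displacing the labeled peptide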
Target sequence (Q07817 whole entry, looked up): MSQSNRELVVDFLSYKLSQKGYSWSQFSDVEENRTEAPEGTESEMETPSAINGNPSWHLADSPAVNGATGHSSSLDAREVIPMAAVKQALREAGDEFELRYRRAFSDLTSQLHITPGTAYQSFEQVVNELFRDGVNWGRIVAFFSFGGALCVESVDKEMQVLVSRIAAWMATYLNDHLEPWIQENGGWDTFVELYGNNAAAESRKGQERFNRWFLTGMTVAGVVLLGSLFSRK
MEX-5 binding: C. elegans MEX-5 TCR-2 RNA binding activity; Q9XUB2; MEX-5/FITC-TCR2 RNA binding, fluorescence polarization; active compounds read low; activity score (negative = inhibition of binding), % at 10 µM; actives 0.38% (n = 300,000); AID 1832;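 active = inhibition past about -25% in most replicates, and total fluorescence under double the plate's negative control median, limit read from the data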;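 also: 0% = DMSO and -100% = 5 µM competing unlabeled TCR2 RNA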
TPT1 inh: C. albicans TPT1 enzyme inhibition; recombinant caTPT1, FP RNA substrate dephosphorylation; actives 0.81% (n = 300,000); inhibition, % at 5 µM; AID 1962;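 active = inhibition above the mean of all tested compounds plus 3 SD, set per screening campaign, cut at about 24% in these data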;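 also: plate controls were DMSO alone for no effect and ferristatin control at 100 nM for full effect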
PME-1 primary: PME-1 (human) inhibition. Q9Y570. recombinant PME-1, FP-Rh probe fluorescence polarization. inhibition, % at 5.9 µM. actives 0.53% (n = 320,000). AID 2130;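 active = inhibition above the campaign mean of all compounds plus 3 SD, cut at about 26% in these data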;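 also: competitive labeling of PME-1 active site by serine hydrolase directed probe; 0% = PME-1 with DMSO and 100% = wells lacking PME-1 enzyme; inhibitors block probe labeling so polarization falls and inhibition rises; many of its hits are not listed in these tables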
GSTO1 counter: GSTO1 inhibition, counter-screen for RBBP9 inhibitors; recombinant GSTO1, activity-based probe fluorescence polarization; inhibition, % at 5.96 µM; actives 1.1% (n = 300,000); AID 1974;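 active = inhibition above the campaign mean inhibition plus 3 SD, cut at about 35% in these data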;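 also: 0% = GSTO1-1 with DMSO and 100% = wells lacking GSTO1-1 enzyme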
Target sequence (P78417 whole entry, looked up): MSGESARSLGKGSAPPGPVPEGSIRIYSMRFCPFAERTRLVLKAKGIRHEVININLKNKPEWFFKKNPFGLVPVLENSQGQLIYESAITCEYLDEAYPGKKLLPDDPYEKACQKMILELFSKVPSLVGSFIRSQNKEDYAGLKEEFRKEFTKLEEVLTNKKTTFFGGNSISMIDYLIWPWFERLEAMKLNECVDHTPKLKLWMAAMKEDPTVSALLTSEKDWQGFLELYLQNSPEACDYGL
Fam108B inh: blocks mouse Fam108B hydrolase in RBBP9 counter-screen; actives 0.33% (n = 300,000); recombinant Fam108B, FP-Rh probe fluorescence polarization; AID 1947; inhibition, % at 9.51 µM;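 active = inhibition above the screen mean inhibition plus 3 SD, computed separately per campaign, cut at about 18% in these data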;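 also: inhibitors lower polarization as less probe binds the enzyme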
An asterisk follows results filed as active; / = no result given.

SMILES	GLD-1 TGE inh	MCL1-BIM inh	PAD4 inh	Bcl-xL primary	MEX-5 binding	TPT1 inh	PME-1 primary	GSTO1 counter	Fam108B inh
CC1=CC(C)(C)NC(=S)N1c1ccccc1	3	5	1	0	-0.9	-3	-5	5	2
Fc1cccc(NC(=S)N2CCn3cccc3C2c2cccnc2)c1 (configuration not stated)	7	9	-5	7	0.9	3	-7	4	-3
COc1ccc(CN(CC(=O)NCCC(C)C)C(=O)CCC(=O)Nc2nccs2)cc1	3	11	2	2	-1.9	-4	-7	4	-7
COc1ccc(OC)c(NC(=O)c2ccc3c(c2)C(=O)N(CC2CCCO2)C3=O)c1 (configuration not stated)	4	8	-3	5	-0.9	-2	-5	4	-2
CN1N=C2c3ccccc3CCC2C1c1ccc(F)cc1 (configuration not stated)	3	-10	0	2	-1.1	-4	-2	10	-1
CC1CN(S(=O)(=O)c2ccc(C(=O)Nc3sccc3C(N)=O)cc2)CC(C)O1 (configuration not stated)	-2	2	1	9	-3.8	-1	-1	-6	0
CC[C@@]1(c2ccccc2OC)C(=O)N(C(=O)OC)N1C(=O)OC	7	-1	1	0	-1.4	1	0	16	-1
CCN1CCCC1CNc1ccc(S(C)(=O)=O)cc1[N+](=O)[O-] (configuration not stated)	7	3	2	5	-0.3	0	-2	-1	0
O=C(N/N=C\C=C\c1ccc2c(c1)OCO2)c1ccc(F)cc1	3	8	3	6	-0.3	1	-6	6	4
CCCCOc1ccc(N(CC(=O)NCC2CCCO2)C(=O)CCC(=O)Nc2nccs2)cc1 (configuration not stated)	6	-1	-3	2	0.6	-1	-1	-1	-1
CCCn1c(C)cc(C(=O)COc2ncnc3sccc23)c1C	4	1	-3	1	-0.6	4	1	4	1
CCOC(=O)c1c(CS(=O)(=O)c2ccccc2)n(C)c2cc(Br)c(O)cc12	1	1	0	2	-1.4	-3	-1	-6	1
CC1(C)Cc2c(c(-c3ccco3)[nH]c(=O)c2C#N)CS1	94*	148*	26*	110*	-23	-59	0	18	2
O=C(c1ccccc1)C1CCN(C(=O)c2c(F)cccc2F)CC1	1	0	5	3	2.9	-2	-5	2	2
OCCN1CCN(CC(O)COCc2ccc3c(c2)OCO3)CC1 (configuration not stated)	2	-5	-3	9	-6.7	-2	-2	0	1
COc1ccccc1NC(=S)NNC(=O)c1cc(C)n(C)n1	3	4	5	0	-26*	-4	-9	3	-1
CC[C@H](C)[C@H](NC(N)=O)C(=O)NCCc1ccc(OC)cc1	0	-16	-3	-15	1.6	2	-5	-3	-5
O=C(c1cc2ccccc2oc1=O)N(Cc1cccs1)Cc1ccccc1Cl	2	2	-1	2	1.1	-4	11	-4	3
NS(=O)(=O)c1ccc(NC(=S)NC2CCCCC2)cc1	5	-3	-1	2	-0.7	1	-4	-1	2
C=CCOc1ccc(CNn2nnnc2N)cc1	12	1	2	-3	2.6	1	2	3	0
O=C(CSc1nnc(CNC(=O)c2c(F)cccc2Cl)o1)NC1CCCCC1	-4	2	4	5	/	-2	0	1	1
Cc1ccc(CNC(=O)c2nnn(-c3cccc(C)c3)c2N)cc1	6	8	2	7	0.8	0	2	2	1
Cn1ccnc1Sc1ccc(C=O)cc1[N+](=O)[O-]	3	6	-2	3	-0.3	6	1	6	3
COC(=O)NNC(=O)COc1ccc(Br)c(C)c1	-1	1	-4	3	-5.8	-2	-3	0	-1
CN(C(=O)c1cc2c(=O)n3ccccc3nc2n1C)C1CCCCC1	4	0	-1	4	-1.2	-2	-3	3	3
CCOc1ccccc1OCC(=O)Nc1cc(S(=O)(=O)N2CCCCC2)ccc1OC	4	-1	-3	-2	0.6	-2	2	3	-4
O=C(CCNC(=O)c1ccc([N+](=O)[O-])cc1)Nc1ccc(N2CCOCC2)cc1N1CCOCC1	2	1	-5	-3	1.7	2	-2	3	-4
COc1ccccc1CC(=O)N1CCN(c2ccc(F)cc2)CC1	2	3	2	5	1.1	-1	3	-3	3
COc1ccc(C(CCNC(C)c2ccccc2)C(C)C)cc1 (configuration not stated)	4	2	4	-3	-1.6	-2	2	5	-2
COc1ccc(CNC(=O)C2CCN(S(C)(=O)=O)CC2)cc1	3	-6	0	-2	-1.5	-3	-2	-7	0
Cc1csc(SCC(=O)NCCc2ccc(Cl)cc2Cl)n1	1	6	-5	3	0.1	2	-2	-3	2
CCc1c(O)nc(SCC(=O)Nc2ccc(Br)cc2)n(-c2ccc(C)cc2)c1=O	-7	-15	-7	-7	7.0	5	6	-2	-4
CN(C)S(=O)(=O)c1ccc(C(=O)OCC(=O)NC(=O)NCc2ccccc2)cc1	0	-4	2	3	0.3	-2	2	7	0
O=[N+]([O-])c1ccc(S(=O)(=O)NCC2COc3ccccc3O2)cc1 (configuration not stated)	6	-1	3	1	1.1	-1	1	12	-1
O=C(CSc1c(Cl)cccc1Cl)N1CCC(c2nc3ccccc3s2)CC1	-2	-1	-3	-1	-1.5	3	13	-7	1
N#Cc1ccc(Cl)cc1NC(=O)COC(=O)c1ccc(S(=O)(=O)N2CCCC2)cc1	-3	-5	1	2	-1.5	1	2	-9	-4
O=C(Nc1ccccn1)NC1CCS(=O)(=O)C1 (configuration not stated)	3	8	3	3	-1.6	-6	3	3	0
CC(=O)NCCC(=O)Nc1ccc(F)cc1C	1	-1	0	5	0.4	-1	-1	0	-1
O=C(Nc1c2c(nn1-c1ccc(Cl)cc1)CS(=O)(=O)C2)c1ccc2c(c1)OCO2	3	11	2	4	1.1	-1	2	8	0
CCc1ccccc1NC(=O)Cc1cn(C)c2ccccc12	0	-11	-1	-4	2.2	-6	7	-4	-1
CN(c1ccccc1C(=O)Nc1ccc2c(c1)n(C)c(=O)n2C)S(C)(=O)=O	5	6	4	7	-0.5	-2	1	4	-3
CCOc1ncccc1C(=O)N1CCCSC1=Nc1ccc(C(C)=O)cc1	1	-2	-3	0	2.1	5	-5	5	-6
Cc1ccc(C(=O)CNc2ccc(C)cc2C)cc1	3	-3	3	1	1.0	-1	-6	-3	-3
S=c1[nH]nc(-c2ccc(Br)cc2)n1Cc1ccco1	-1	-7	0	-14	-0.7	-8	4	5	-1
COc1ccc(CNC(=O)c2cc(=O)c3ccc(C)c(C)c3o2)cc1	0	-6	-9	-2	-1.6	2	-6	-6	-2
CCN(c1ccc(NS(=O)(=O)c2cc(Cl)ccc2Cl)cc1)C(C)C	5	24	-1	15	-2.2	2	14	2	-3
O=C(CSc1nnnn1-c1ccc(F)cc1)NNC(=O)c1ccco1	-1	1	6	-1	-1.6	-5	5	2	4
COc1cccc(CNC(=O)CC(NC(C)=O)c2ccccc2)c1 (configuration not stated)	-2	2	1	-1	-1.5	-8	0	6	4

An excerpt of these results, bar-delimited.
smiles | GLD-1 TGE inh | MCL1-BIM inh | PAD4 inh | Bcl-xL primary | MEX-5 binding | TPT1 inh | PME-1 primary | GSTO1 counter | Fam108B inh
Cc1ccc(C(=O)CNc2ccc(C)cc2C)cc1 | 3 | -3 | 3 | 1 | 1.0 | -1 | -6 | -3 | -3
S=c1[nH]nc(-c2ccc(Br)cc2)n1Cc1ccco1 | -1 | -7 | 0 | -14 | -0.7 | -8 | 4 | 5 | -1

The listing continues.
SMILES	GLD-1 TGE inh	MCL1-BIM inh	PAD4 inh	Bcl-xL primary	MEX-5 binding	TPT1 inh	PME-1 primary	GSTO1 counter	Fam108B inh
COc1ccc(OC)c(NC(=O)c2cc(S(=O)(=O)NCc3ccco3)ccc2F)c1	6	8	-1	3	2.4	0	7	36*	2
COCCNC(=O)CN(c1ccc(OC)c(OC)c1)S(=O)(=O)c1ccc(C)cc1	5	15	-5	7	-1.7	-3	-7	-1	3
CCOc1ccccc1Oc1ccc(C(F)(F)F)cn1	2	7	-1	2	-1.3	-2	8	-2	3
O=C(Nn1cnc2ccccc2c1=O)c1ccc(Br)cc1	2	-7	-7	-5	-0.1	1	-2	-9	4
CN1CC(c2ccc(Cl)c(Cl)c2)[C@@]2(COc3ccccc3C2=O)[C@@]12C(=O)Nc1ccccc12 (some centres not stated)	0	-2	-1	-5	0.3	1	-3	-6	-6
NC(=NC(=O)c1ccc(Cl)cc1)N1N=CCC1c1ccccc1 (configuration not stated)	0	-7	1	-10	0.5	-5	-1	3	-2
O=C(CN1CCN(Cc2ccccc2)CC1)N/N=C/c1cccnc1	0	-1	1	1	-4.0	-2	4	7	-1
CC1CCCC(C)N1/N=C/c1ccc(Cl)cc1 (configuration not stated)	-4	-2	-1	6	-1.5	1	-3	4	-2
Brc1ccc(Nc2ncnc3[nH]ncc23)cc1	6	3	-1	5	0.5	-1	-11	0	3
O=C(O)CCc1n[nH]c(=S)[nH]c1=O	-1	7	2	9	0.4	-3	-4	-2	-1
O=C(O)c1cccc2c1C(=O)c1ccccc1C2=O	6	-2	-2	6	1.1	3	-3	2	2
O=S(=O)(NC1CCCC1)c1ccc(-n2cnnn2)cc1	7	4	5	5	0.2	2	-7	2	1
COc1ccc2c(=O)c(-c3ccc(OC)c(OC)c3)coc2c1	1	4	4	5	2.6	-2	0	5	-3
CC(C)c1ccc(NC(=O)C2CC(=O)Nc3nc4ccccc4n32)cc1 (configuration not stated)	3	-2	8	-3	2.0	1	1	-3	-4
CCOC(=O)c1c(N)nn(C(=O)C(C)(C)C)c1-c1ccccc1	0	1	1	-1	1.6	1	4	2	-1
Cc1c(C(=O)N/N=C/c2ccc(O)cc2)sc(=S)n1C	-2	4	-2	3	-1.3	-1	-1	5	6
O=C(CSCc1ccccc1Cl)NN1C(=O)c2ccccc2C1=O	5	8	5	8	1.1	-5	-4	-3	-5
CCOc1ccc(NC(=O)CSc2nnc(-c3ccoc3C)n2CC2CCCO2)cc1 (configuration not stated)	-3	6	-1	2	0.3	1	2	10	4
O=C(Nc1nnc(SCc2ccccc2Cl)s1)c1cccc([N+](=O)[O-])c1	4	1	-1	10	-0.2	-11	-7	-70	8
COc1ccc([N+](=O)[O-])cc1NS(=O)(=O)c1ccc(C)cc1	1	3	2	4	1.6	3	5	-2	3
Fc1ccc(-c2n[nH]c(=S)n2/N=C/c2c[nH]c3ccccc23)cc1	-1	-23	-1	-27	-2.1	3	13	8	3
COc1ccc(/C=N/Nc2cc(C)nc(-n3nc(C)cc3C)n2)c(OC)c1	6	4	-1	7	-0.4	3	54*	4	2
CCN(CC)CCC(=O)N1c2ccccc2Sc2ccc(Cl)cc21	4	-3	0	-1	-6.8	-1	-6	3	1
Cc1cc(C)nc(N2CCCC(C(=O)NCC(c3ccccc3)c3ccccc3)C2)n1 (configuration not stated)	4	5	5	10	-1.2	-7	2	0	-4
Cc1cc(Br)c(NC(=O)Cn2c([N+](=O)[O-])cnc2C)cc1C	7	6	4	7	-0.4	-1	-4	4	2
C=CCn1c(C)c(C(C)=O)c(N2CCOCC2)nc1=S	-4	11	-1	9	0.6	0	4	-2	7
Cc1nc(N2CCCCC2)c2ccsc2n1	-9	-2	1	0	-2.1	3	-2	6	-3
O=C(COC(=O)CSc1ccc([N+](=O)[O-])cc1)NCCCc1ccccc1	1	12	5	9	0.7	0	5	2	3
CCOC(=O)c1ccc(N=C2SC(C(=O)Nc3ccc(C(=O)O)cc3)CC(=O)N2Cc2cccs2)cc1 (configuration not stated)	0	5	-9	5	-2.2	-1	-12	-32	-8
Cc1nc2ccccc2nc1CN1CCN(Cc2ccc(F)c(F)c2)C(CCO)C1 (configuration not stated)	-2	10	-3	9	0.9	-5	-2	-2	5
CCC1(C)Cc2ccccc2-c2nc(SCC(N)=O)[nH]c(=O)c21 (configuration not stated)	1	6	4	2	0.8	1	3	-10	-3
CCCC(=O)Nc1cc2c(cc1C(C)=O)OCCO2	2	0	-5	4	-3.9	1	-4	6	-2

An excerpt; the hit share may differ from the screen's.
